# Compound activity deposited in PubChem BioAssay by NMMLSC.
# Bim-Bcl-W: inhibitors of Bim-Bcl-W interaction, human; Q92843; bead-based flow cytometry, Bim peptide-Bcl-W binding; inhibition, % at 10 µM; 0.02% of 190,000 active;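 further: 0% = bound tracer without compound and 100% = peptide blocker; higher means less fluorescent Bim peptide bound to Bcl-W beads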
# Bcl-B Bim block: human Bim-Bcl-B interaction inhibition; inhibition, % at 10 µM; bead-based flow cytometry, Bim peptide-Bcl-B binding; 0.073% of 190,000 active; AID 951;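 further: 0% = tracer peptide without compound and 100% = reference inhibitor peptide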
# Rab2 wt GTP: changes GTP binding to wildtype dog Rab2A, up or down | P61105 | GST-Rab2 wt beads, Bodipy-GTP binding, flow cytometry | GTP binding activity, % at 10 µM | 0.19% of 190,000 active | AID 760;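 active means GTP binding activity at least 20 points away from 100%, either lowered or raised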;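 further: 0% = beads with excess unlabeled GTP and 100% = no-compound control corrected for plate trend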
# Rac1 mut GTP: modulators of GTP binding to human Rac1 activated mutant | P63000 | GST-Rac1 activated beads, fluorescent GTP binding, flow cytometry; actives lie on both sides; 100% means binding = to untreated wells | percent activity (GTP binding), % at 10 µM | 0.11% of 190,000 active | AID 764;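 active means GTP binding at least 20 percentage points away from the 100% baseline, in either direction, so actives lie on both sides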
# Bfl-1 Bim block: human Bim-Bfl-1 interaction inhibition. 0.12% of 190,000 active. AID 1008. Bead-based flow cytometry, Bim-Bfl-1 binding inhibition. inhibition, % at 10 µM. Q16548;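 further: 0% = wells without compound plus tracer and 100% = blocker peptide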
# Bcl-XL Bim block: inhibitors of Bim-Bcl-XL interaction, human; Q07817; Bim peptide-Bcl-XL binding, bead flow cytometry, fluorescence; inhibition, % at 10 µM; 0.04% of 190,000 active; AID 1007
# Target sequence (Q07817 whole entry, looked up): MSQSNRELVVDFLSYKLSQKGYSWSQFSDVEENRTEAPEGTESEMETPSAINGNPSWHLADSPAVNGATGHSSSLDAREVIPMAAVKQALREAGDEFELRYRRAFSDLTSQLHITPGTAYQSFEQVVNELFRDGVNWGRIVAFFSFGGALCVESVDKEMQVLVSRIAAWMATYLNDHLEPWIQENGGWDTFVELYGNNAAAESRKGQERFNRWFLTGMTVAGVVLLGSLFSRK
# Rac1 wt modul: human Rac1 wildtype GTP binding, inhibitors and activators; P63000; GST-Rac1 beads, fluorescent GTP binding, flow cytometry; actives lie on both sides; 0 = cold GTP competed, 100 = untreated; GTP binding activity (% of control), % at 10 µM; 0.27% of 190,000 active;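 active means GTP binding activity at least 20 points away from the 100% control level, either lower or higher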
# Rab7 wt modul: dog Rab7 wildtype GTP binding, inhibitors and activators. GST-Rab7 beads, fluorescent GTP binding, flow cytometry; actives lie on both sides; untreated = 100%, excess cold GTP = 0%. GTP binding activity (percent of control), % at 10 µM. 0.055% of 190,000 active;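 active means fluorescent GTP binding to Rab7 beads changed by at least 20 points from the 100% baseline, either direction, mostly lower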;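 further: median green fluorescence of bound Bodipy-FL-GTP per Rab7 bead population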
# HRas wt GTP: modulators of GTP binding to human HRas wildtype. P01112. GST-Ras wt beads, Bodipy-FL-GTP binding, flow cytometry; actives lie on both sides. GTP binding activity, % at 10 µM. 0.14% of 190,000 active. AID 759;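 active means GTP binding activity at least 20% away from the 100% baseline, either lowered as inhibitor or raised as activator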;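 further: 0% = unlabeled GTP competition control and 100% = no-compound control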
# Target sequence (P01112 whole entry, looked up): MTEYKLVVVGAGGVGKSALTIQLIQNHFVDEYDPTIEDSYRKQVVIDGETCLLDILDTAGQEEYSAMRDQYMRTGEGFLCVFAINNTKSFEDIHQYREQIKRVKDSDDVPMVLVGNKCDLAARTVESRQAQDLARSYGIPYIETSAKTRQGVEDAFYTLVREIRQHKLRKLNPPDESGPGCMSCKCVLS
# Bim-Bcl-2: human Bim-Bcl-2 interaction inhibition; inhibition, % at 10 µM; 0.06% of 190,000 active; P10415; AID 950; Bead-based flow cytometry, Bim peptide-Bcl-2 binding; in the data active means inhibition above about 40%;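 further: 0% = no compound wells with probe peptide and 100% = reference peptide inhibitor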
# Target sequence (P10415 whole entry, looked up): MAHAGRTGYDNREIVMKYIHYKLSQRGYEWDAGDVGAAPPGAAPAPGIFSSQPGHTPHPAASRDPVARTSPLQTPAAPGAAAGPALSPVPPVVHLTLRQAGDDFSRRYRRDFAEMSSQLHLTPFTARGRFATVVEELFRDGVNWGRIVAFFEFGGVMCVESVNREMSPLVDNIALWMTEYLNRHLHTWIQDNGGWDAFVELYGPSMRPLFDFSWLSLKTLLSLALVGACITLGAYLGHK
# Cdc42 wt GTP: changes GTP binding to wildtype human Cdc42; 0.2% of 190,000 active; percent activity (GTP binding), % at 10 µM; GST-Cdc42 beads, Bodipy-GTP binding, flow cytometry; actives lie on both sides;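 active means percent activity GTP binding at least 20 points away from the 100% baseline, either down as inhibitor or up as activator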;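 further: median bead fluorescence of bound Bodipy-FL-GTP at 100 nM; 0% = excess unlabeled GTP control and 100% = no compound control; below 100% means less GTP binding so inhibitor and above means activator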
# Target sequence (P60953 whole entry, looked up): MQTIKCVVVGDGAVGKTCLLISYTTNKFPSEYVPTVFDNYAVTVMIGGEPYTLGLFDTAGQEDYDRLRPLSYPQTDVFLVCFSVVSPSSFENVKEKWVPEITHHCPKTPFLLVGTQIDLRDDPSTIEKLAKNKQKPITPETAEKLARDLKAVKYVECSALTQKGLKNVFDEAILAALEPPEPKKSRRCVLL
# An asterisk follows results filed as active. Unless noted, no stated cut-off is given here; in the data, active means inhibition above about 40%.
SMILES,Bim-Bcl-W,Bcl-B Bim block,Rab2 wt GTP,Rac1 mut GTP,Bfl-1 Bim block,Bcl-XL Bim block,Rac1 wt modul,Rab7 wt modul,HRas wt GTP,Bim-Bcl-2,Cdc42 wt GTP
COc1ccc(CCNC(=O)/C(C#N)=C/c2ccc(OCC(=O)NCC3CCCO3)cc2)cc1OC (stereo not given),-2.0,-8.0,95.0,95.0,-10.0,-4.0,94.0,97.0,96.0,-2.0,96.0
Nc1c(S(=O)(=O)c2ccccc2)c2nc3ccccc3nc2n1Cc1ccco1,0.0,-2.0,96.0,93.0,1.0,0.0,95.0,100.0,98.0,1.0,97.0
COc1ccc2cc(C(C)c3nc4ccccc4c(=O)n3N)ccc2c1 (stereo not given),-3.0,-5.0,98.0,100.0,-2.0,-4.0,105.0,96.0,100.0,0.0,103.0
CCc1c(C)nc2ncnn2c1N1CCC(C(=O)N2CCN(c3ccc(F)cc3)CC2)CC1,-2.0,-1.0,101.0,99.0,0.0,-3.0,100.0,101.0,98.0,1.0,97.0
CCOc1ccc(NC(=O)CN2CCN(CC(=O)Nc3ccc4c(c3)OCCO4)CC2)cc1,-3.0,-2.0,96.0,95.0,0.0,-4.0,96.0,95.0,96.0,-2.0,95.0
O=C1c2ccccc2C(=O)N1CC(O)CN1CCOCC1 (stereo not given),-1.0,-6.0,98.0,100.0,-1.0,-5.0,107.0,101.0,101.0,0.0,100.0
Cc1ccccc1-c1ncc(CN2CCN(C3CCCC3)C(CCO)C2)cn1 (stereo not given),-4.0,-3.0,97.0,95.0,-8.0,-3.0,98.0,95.0,95.0,1.0,97.0
c1ccc(CSCCc2ccncc2)cc1,5.0,-3.0,100.0,99.0,0.0,0.0,103.0,98.0,102.0,-6.0,106.0
CC(=O)Oc1ccc(C(=O)[C@H]2[C@H]3C(=O)N(c4ccc(C)cc4)C(=O)[C@H]3[C@@H]3C=CC=NN32)cc1,0.0,2.0,98.0,98.0,1.0,-3.0,100.0,101.0,98.0,2.0,99.0
Cc1cc(C(=O)N(C)C)sc1-c1ccccc1,-4.0,-9.0,98.0,100.0,-4.0,-7.0,102.0,95.0,100.0,1.0,103.0
CCCCCn1c(=O)c(F)cn(Cc2ccc(OC)c([N+](=O)[O-])c2)c1=O,5.0,0.0,98.0,97.0,0.0,4.0,98.0,95.0,97.0,0.0,96.0
Cc1ccc2c(Cl)cc(Cl)c(OCC(=O)Nc3cccc(S(=O)(=O)N(C)C)c3)c2n1,-3.0,-4.0,102.0,100.0,2.0,-5.0,106.0,106.0,102.0,-2.0,99.0
Fc1cccc(Cl)c1CNc1ccc(N2CCCC2)cc1,0.0,5.0,97.0,97.0,0.0,1.0,107.0,104.0,98.0,3.0,100.0
CC(=O)Nc1ccc(S(=O)(=O)N(C2=NCC(C)S2)c2ccccc2)cc1 (stereo not given),2.0,-4.0,101.0,100.0,-6.0,0.0,108.0,103.0,104.0,-1.0,103.0
COc1ccc(NS(=O)(=O)c2cc(NC(=O)C3CC3)ccc2N2CCOCC2)cc1,-5.0,-6.0,98.0,95.0,-6.0,-5.0,98.0,94.0,95.0,-4.0,98.0
COC(=O)C/C=C/[C@@H](C)[C@@H](/C=N/OC[C@H]1O[C@H](c2ccccc2)C=C[C@@H]1Oc1ccc(OC)cc1)OC,-4.0,-6.0,101.0,97.0,-1.0,-6.0,106.0,102.0,103.0,-4.0,101.0
COc1ccc(NC(=O)NNC(=O)c2ccc(Cl)cc2Cl)cc1OC,2.0,0.0,96.0,96.0,-1.0,3.0,99.0,98.0,96.0,2.0,96.0
CCOc1ccc(NC(=O)CN2C(=O)C3CCCN3C2=O)cc1 (stereo not given),1.0,-7.0,99.0,101.0,-7.0,-3.0,102.0,96.0,100.0,-9.0,100.0
COC(=O)c1ccc(NC(=O)Nc2ccc(F)cc2)cc1,2.0,1.0,100.0,97.0,-2.0,-1.0,100.0,99.0,103.0,0.0,105.0
Cc1ccc(C2C3=C(CC(C)(C)CC3=O)N=C3c4ccccc4C(=O)C32)cc1 (stereo not given),-4.0,-5.0,99.0,99.0,-4.0,-9.0,100.0,97.0,100.0,-3.0,98.0
CCc1nnc(NS(=O)(=O)c2ccc(NC(=O)c3cccc(Cl)c3)cc2)s1,-2.0,-3.0,92.0,90.0,-10.0,-6.0,99.0,102.0,93.0,-6.0,88.0
O=C(c1ccccc1-n1cccc1)N1N=C(C(F)F)CC1(O)C(F)F (stereo not given),-5.0,-4.0,98.0,97.0,-2.0,-6.0,105.0,99.0,98.0,0.0,97.0
COc1cc2c(cc1O)C(SC)=NC(C)(C)C2,-7.0,-11.0,100.0,99.0,-27.0,-8.0,105.0,96.0,101.0,-14.0,101.0
O=C(CSc1ccc(-c2ccc(Br)cc2)nn1)N1CCOCC1,0.0,-8.0,102.0,95.0,-4.0,-4.0,100.0,106.0,100.0,-2.0,99.0
CN(C)S(=O)(=O)c1ccc(C(=O)NCc2ccco2)cc1,0.0,0.0,99.0,97.0,-14.0,-2.0,104.0,105.0,100.0,-9.0,99.0
CCC(C)(C)NC(=O)c1cc(S(=O)(=O)N2CCCCC2)ccc1N1CCOCC1,-2.0,-2.0,98.0,95.0,-3.0,0.0,97.0,89.0,96.0,-2.0,96.0
Cc1ccc(OCC(=O)Nc2cccc(O)c2)cc1C,0.0,1.0,100.0,99.0,3.0,0.0,102.0,98.0,99.0,3.0,99.0
COC(OC)c1ccnc(-c2ccc(OC(=O)c3ccc(F)cc3)cc2)n1,-4.0,-6.0,101.0,96.0,-3.0,-2.0,100.0,98.0,99.0,-2.0,102.0
Cn1nnnc1-c1cc(Br)ccc1NC(=O)c1ccccc1,2.0,-4.0,104.0,103.0,-9.0,-2.0,110.0,105.0,103.0,-11.0,106.0
Cc1cc(C)cc(NC(=O)CSc2nc3ccncc3[nH]2)c1,3.0,-3.0,99.0,100.0,-9.0,-5.0,102.0,100.0,98.0,-4.0,101.0
CCC(C)n1c(SCC(=O)NC(=O)c2cccn2C)nc2ccccc2c1=O (stereo not given),-2.0,-7.0,95.0,94.0,-3.0,0.0,95.0,101.0,95.0,-2.0,96.0
Cc1ccc(C)c(OCCCCn2cnc3ccccc3c2=O)c1,-2.0,-7.0,96.0,95.0,-6.0,-15.0,95.0,96.0,96.0,-8.0,97.0
Cc1cccc(S(=O)(=O)NNC(=O)c2cc(-c3ccc(F)cc3)nc3ccccc23)c1,1.0,-1.0,99.0,92.0,-5.0,1.0,105.0,110.0,98.0,-1.0,95.0
Cc1ccc(CS(=O)(=O)CCC(=O)NCc2ccccn2)cc1,-2.0,0.0,95.0,94.0,-4.0,-1.0,95.0,95.0,96.0,-2.0,98.0
C[C@@H]1CN(Cc2nc(-c3ccc(Cl)cc3)no2)C[C@H](C)O1,-1.0,2.0,97.0,95.0,0.0,-4.0,100.0,96.0,96.0,0.0,101.0
COc1cc2c(cc1NC(=O)C(C)OC(=O)/C=C/c1ccc(OC(F)F)cc1)oc1ccccc12 (stereo not given),-4.0,-22.0,99.0,102.0,-6.0,-8.0,101.0,98.0,100.0,-7.0,100.0
N#CC1=C(N)N(c2ncn[nH]2)C2=C(C(=O)CCC2)C1c1ccc(F)cc1 (stereo not given),-1.0,-1.0,102.0,101.0,0.0,-2.0,103.0,103.0,102.0,0.0,99.0
COc1ccccc1N1CCN(C(=O)CC2NC3CCCCC3NC2=O)CC1 (stereo not given),-1.0,-11.0,100.0,99.0,-19.0,-8.0,108.0,101.0,103.0,-11.0,104.0
CCCNCc1cc(OCC)c(OCC(N)=O)cc1Br,-4.0,-10.0,99.0,99.0,-15.0,-8.0,100.0,102.0,100.0,-11.0,102.0
Cc1ccc(S(=O)CCNC(=O)Cc2ccccc2)cc1 (stereo not given),0.0,0.0,93.0,98.0,-4.0,-3.0,102.0,93.0,93.0,-1.0,99.0
Cc1ccc(Nc2nc(CSc3nnc(-c4ccncc4)n3-c3ccccc3C)cs2)cc1,-3.0,-11.0,99.0,100.0,-1.0,-8.0,102.0,100.0,102.0,-4.0,98.0
COC(=O)c1sc(N2CCN(c3ccc(Cl)cc3)CC2)nc1N,0.0,-2.0,97.0,94.0,-4.0,-1.0,99.0,101.0,95.0,-1.0,95.0
Fc1ccccc1/C=C1\CCCC2=C1Nc1nnnn1C2c1ccccc1F (stereo not given),0.0,-4.0,100.0,99.0,-3.0,-3.0,105.0,100.0,100.0,-1.0,102.0
Fc1cccc(CN2CCN(Cc3nc(CCc4ccccc4)no3)CC2)c1,-4.0,-1.0,90.0,84.0,-4.0,-5.0,89.0,101.0,90.0,-3.0,89.0
Cc1cccc(C)c1NC(=O)c1sc(N)nc1-c1ccccc1,0.0,-4.0,100.0,100.0,-7.0,-4.0,101.0,100.0,98.0,-3.0,98.0
Cc1ccc(-n2nc3c(c2NC(=O)c2ccc(OC(C)C)cc2)CS(=O)C3)cc1 (stereo not given),-1.0,-7.0,100.0,98.0,-8.0,-4.0,105.0,98.0,98.0,-10.0,96.0
Cc1cc(C)cc(N(C(=O)c2csnn2)C(C(=O)NC(C)(C)C)c2cccnc2)c1 (stereo not given),-3.0,-4.0,93.0,97.0,-7.0,-3.0,101.0,93.0,96.0,-1.0,97.0
O=C(CC1N=C2c3ccccc3N=C(SCc3ccc(F)cc3)N2C1=O)NCc1ccco1 (stereo not given),0.0,-3.0,96.0,98.0,11.0,0.0,99.0,99.0,98.0,3.0,99.0

# Another view of part of the listing above:
canonical_smiles	Bim-Bcl-W	Bcl-B Bim block	Rab2 wt GTP	Rac1 mut GTP	Bfl-1 Bim block	Bcl-XL Bim block	Rac1 wt modul	Rab7 wt modul	HRas wt GTP	Bim-Bcl-2	Cdc42 wt GTP
Cc1cccc(C)c1NC(=O)c1sc(N)nc1-c1ccccc1	0.0	-4.0	100.0	100.0	-7.0	-4.0	101.0	100.0	98.0	-3.0	98.0
Fc1ccccc1/C=C1\CCCC2=C1Nc1nnnn1C2c1ccccc1F (stereo not given)	0.0	-4.0	100.0	99.0	-3.0	-3.0	105.0	100.0	100.0	-1.0	102.0
Fc1cccc(CN2CCN(Cc3nc(CCc4ccccc4)no3)CC2)c1	-4.0	-1.0	90.0	84.0	-4.0	-5.0	89.0	101.0	90.0	-3.0	89.0

# (continued)
SMILES,Bim-Bcl-W,Bcl-B Bim block,Rab2 wt GTP,Rac1 mut GTP,Bfl-1 Bim block,Bcl-XL Bim block,Rac1 wt modul,Rab7 wt modul,HRas wt GTP,Bim-Bcl-2,Cdc42 wt GTP
CN(Cc1nc(-c2cnccn2)no1)CC(O)c1ccccc1 (stereo not given),-5.0,-4.0,97.0,98.0,-5.0,-6.0,101.0,106.0,95.0,-7.0,98.0
O=C(NN1C(=O)c2ccccc2NC1c1cccnc1)c1ccc([N+](=O)[O-])cc1 (stereo not given),3.0,1.0,100.0,96.0,-4.0,0.0,101.0,96.0,98.0,-3.0,97.0
C1CN=C(NC23CC4CC(CC(C4)C2)C3)C1,0.0,-6.0,98.0,97.0,-1.0,-3.0,99.0,92.0,96.0,0.0,100.0
CCOc1ccc(C(=O)Nc2ccc(N3CCCC3)cc2)cc1,3.0,-8.0,103.0,100.0,0.0,1.0,103.0,100.0,100.0,2.0,102.0
